# From PubChem
# ERG-DNA inh – qHTS for Small Molecule Inhibitors of the ERG Ets/DNA interaction; Potency, µM (top dose mostly 76.9 µM), inactives show at the highest dose FP activity, negative = inhibition, usual class: inhibitors; AID 624246, 2012; fluorescence polarization, His-ERG Ets domain / labelled DNA; Transcriptional regulator ERG (Homo sapiens), P11308; 370,000 compounds, 0.028% hits; active means well fitted inhibition curve with a large enough effect in the polarisation, with a control signal flat; inconclusive means small, poorly fitted or top-dose-only effect, or effect the other way, or a change in a side signal; inactive means no such curve, though single readings can be large or run the other way; the % refers to the polarisation;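 further: polarization taken with two DNA probes labelled with fluorescein and Texas red; % of control where 0% means no effect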
# Target sequence (P11308 whole entry, looked up, the tested form may be a part): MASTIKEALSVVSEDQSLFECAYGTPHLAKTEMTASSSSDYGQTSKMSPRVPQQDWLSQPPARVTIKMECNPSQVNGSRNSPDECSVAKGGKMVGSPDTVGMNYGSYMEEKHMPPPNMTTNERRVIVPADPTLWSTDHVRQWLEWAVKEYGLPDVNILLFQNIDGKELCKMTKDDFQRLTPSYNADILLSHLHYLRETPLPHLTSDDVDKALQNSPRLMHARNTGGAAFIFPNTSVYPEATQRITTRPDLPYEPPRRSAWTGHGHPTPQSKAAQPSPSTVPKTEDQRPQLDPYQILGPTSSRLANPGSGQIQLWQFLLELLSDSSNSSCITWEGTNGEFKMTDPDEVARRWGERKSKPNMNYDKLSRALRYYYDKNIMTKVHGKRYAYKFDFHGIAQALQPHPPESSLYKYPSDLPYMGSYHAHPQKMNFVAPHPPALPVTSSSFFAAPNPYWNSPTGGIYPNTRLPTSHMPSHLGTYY
#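 His-tagged ERG Ets domain (1 uM in the protein solution; 300mM KCl, 50mM Tris-HCl, 1mM EDTA, 1mM DTT, pH 7.5) received compound, then a probe mix of 5 nM fluorescein-DNA and 100nM Texas-615-DNA. Fluorescence polarization was read for both dyes.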
# Pin1 inh – qHTS Assay to Find Inhibitors of Pin1 | Peptidyl-prolyl cis-trans isomerase NIMA-interacting 1 (Homo sapiens), Q13526 | Pin1 FP peptide displacement, HiFluor488, 10 min | Potency, µM (doses to about 115 µM), for the others: at the highest dose activity, negative = inhibition, usual class: inhibitors | 390,000 compounds, 0.009% hits; active means well fitted inhibition curve with a large enough effect in the polarisation, with a control signal flat, not every such curve was filed as active; inconclusive means small, poorly fitted or top-dose-only effect, or effect the other way, or a change in a side signal; inactive means no such curve, though single readings can be large or run the other way; the % refers to the polarisation; further: on the % scale 0 is the no-effect control and ±100 the full control effect
# Target sequence (Q13526 whole entry, looked up): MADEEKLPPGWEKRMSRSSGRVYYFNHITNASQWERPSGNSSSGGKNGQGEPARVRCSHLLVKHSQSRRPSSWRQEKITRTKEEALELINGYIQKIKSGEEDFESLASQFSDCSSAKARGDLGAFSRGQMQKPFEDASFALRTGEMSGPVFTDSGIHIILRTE
# Tb PGK inh – qHTS Assay to Find Inhibitors of Phosphoglycerate Kinase; Phosphoglycerate kinase, glycosomal (Trypanosoma brucei brucei), P07378; PGK/GAPDH coupled, Kinase-Glo luminescence, 60 min; Potency, µM (series often up to 57.5 µM), for the others: top-dose activity change, negative = inhibition, actives largely listed as inhibitors; 380,000 compounds, 0.043% hits; further: on the % scale 0 is the no-effect control and ±100 the full control effect; nearly all actives have a fitted effect of over 60% in size
# Target sequence (P07378 whole entry, looked up): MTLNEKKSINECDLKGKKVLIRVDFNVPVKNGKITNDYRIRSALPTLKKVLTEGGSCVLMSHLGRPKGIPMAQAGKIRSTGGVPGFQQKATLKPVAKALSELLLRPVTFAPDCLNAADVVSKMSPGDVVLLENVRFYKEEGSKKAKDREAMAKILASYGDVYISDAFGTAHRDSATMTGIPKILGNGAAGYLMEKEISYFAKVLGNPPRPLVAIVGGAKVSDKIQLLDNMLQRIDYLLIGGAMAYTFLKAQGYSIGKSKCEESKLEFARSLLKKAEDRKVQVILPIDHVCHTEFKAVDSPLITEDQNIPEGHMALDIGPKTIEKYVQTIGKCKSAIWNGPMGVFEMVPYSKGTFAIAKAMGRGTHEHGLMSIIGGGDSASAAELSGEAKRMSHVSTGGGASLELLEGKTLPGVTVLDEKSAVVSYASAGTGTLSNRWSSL
#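 Recombinant glycosomal PGK reaction used 1,3-bisphosphoglycerate generated in-well by GAPDH (100nM final) in 100mM TEA pH 7.6, 5mM MgCl2, 0.01% Tween-20. After 60 minutes at room temperature, ATP was read by Kinase-Glo Plus luminescence end-point.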
# HP1b chromo inh – HTS for Inhibitors of HP1-beta Chromodomain Interactions with Methylated Histone Tails; Chromobox protein homolog 1 (Homo sapiens), P83916; AlphaScreen HP1-beta / biotin-H3K9me3 peptide binding; Potency, µM (titrated, usually from 114 µM), inactives show top-dose activity change, negative = inhibition, actives largely listed as inhibitors; 390,000 compounds, 0.56% hits; AID 540317, 2011; further: nearly all actives have a fitted effect of over 70% in size; inactives centre near 23
#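 HP1-beta protein (50 nM final) preincubated 30 min at room temperature with biotinylated H3(1-18)K9me3 peptide (50 nM) in PBS pH 7.4, 0.01% Tween-20, then compound added for 30 min. AlphaScreen streptavidin donor/nickel chelate acceptor beads (10 ug/mL final), 30 min dark, luminescence read.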
# ALOX12 inh – Primary qHTS assay for inhibitors of human arachidonate 12S-lipoxygenase (ALOX12): Round 2; purified 12hLO, xylenol orange hydroperoxide absorbance; Polyunsaturated fatty acid lipoxygenase ALOX12 (Homo sapiens), P18054; 580,000 compounds, 1.1% hits; AID 1671190, 2021; Potency, µM (series often up to 108 µM), for inactives: at the highest dose activity change, negative = inhibition, hits mostly inhibitors; further: on the % scale 0 is the no-effect control and ±100 the full control effect
#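 Hydroperoxide product was detected by ferrous iron/xylenol orange as the 573 to 405 nm absorbance ratio. Arachidonic acid at 40 uM (final) was turned over for 30 min at room temperature by 150 nM human 12hLO, pH 7.0 Hepes buffer, after 15 min compound preincubation.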
# RGS4 inhibitor – Inhibitors of Regulator of G Protein Signaling (RGS) 4: qHTS | Potency, µM (titrated, usually from 114 µM), for inactives: top-dose activity change, negative = inhibition, actives largely listed as inhibitors | AID 504845, 2011 | 390,000 compounds, 0.039% hits | Transcreener GDP fluorescence polarization, RGS4-accelerated GTP hydrolysis | Regulator of G-protein signaling 4 (Homo sapiens), P49798; further: on the % scale 0 is the no-effect control and ±100 the full control effect; nearly all actives have a fitted effect of over 75% in size; some results filed as inactive show a strong effect at the top dose
#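 MLSMR compounds (23 nl, pin-transferred) preincubated 10 min at room temperature with a 500nM (2x) first reagent, then RGS4 at 900nM (2x) plus Transcreener GDP mix added; fluorescence polarization (620/688 nm) read before and after 90 min at 30 °C.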
# GLS inhibitor – qHTS for Inhibitors of Glutaminase (GLS). Glutaminase kidney isoform, mitochondrial (Homo sapiens), O94925. GLS enzymatic activity, qHTS titration. Potency, µM (highest dose often 45.5 µM), for inactives: top-dose activity change, negative = inhibition, hits mostly inhibitors. 410,000 compounds, 0.21% hits. AID 624170, 2012; further: on the % scale 0 is the no-effect control and ±100 the full control effect
#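 hKGA in 45 mM KH2PO4 (pH 8.2), 0.02% Tween-20 with compound, then 1mM L-Glutamine (stock as added) plus glutamate oxidase/HRP/Amplex red coupling mix. Fluorescence read initially and after 30 min at RT; signal change reflects glutamate formation.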
# JMJD2A Tudor – qHTS Assay for Inhibitors of JMJD2A-Tudor Domain; Lysine-specific demethylase 4A (Homo sapiens), O75164; AID 504339, 2011; 390,000 compounds, 4.4% hits; Potency, µM (top dose mostly 114 µM), without a hit: top-dose activity change, negative = inhibition, usual class: inhibitors; AlphaScreen JMJD2A-Tudor / H3K4me3 peptide binding; further: on the % scale 0 is the no-effect control and ±100 the full control effect; nearly all actives have a fitted effect of over 50% in size
# TrxR1 inh – qHTS Assay for Inhibitors of Mammalian Selenoprotein Thioredoxin Reductase 1 (TrxR1): qHTS. recombinant rTrxR1, NADPH fluorescence consumption, selenite substrate. Potency, µM (highest dose often 114 µM), for the others: top-dose activity change, negative = inhibition, usual class: inhibitors. 390,000 compounds, 1% hits. AID 588453, 2011; further: on the % scale 0 is the no-effect control and ±100 the full control effect; nearly all actives have a fitted effect of over 65% in size
#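 Rat TrxR1 (90 nM in the dispensed reagent) was pre-reduced with 400 uM NADPH for 5 min at room temperature, then incubated with compound for 15 min. After 400 uM selenite was added, NADPH fluorescence (Ex 340/Em 450 nm) was followed for 8 min.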
# Active calls of the source: *; i = inactive; ? = inconclusive; . = no result given; & = joins results of further samples; [ ] = remark or other dose. Unless noted, the call rests on the fitted dose curve; in most records, active means well fitted curve in the direction sought with a large enough effect; inconclusive means small, poorly fitted or top-dose-only effect, or another doubt; inactive means no such curve, though single readings can be large; an effect the other way counts as inactive or inconclusive. Potency means the concentration at half of the fitted maximal effect. The list is partial; the hit share may differ from the screen's.
SMILES,ERG-DNA inh,Pin1 inh,Tb PGK inh,HP1b chromo inh,ALOX12 inh,RGS4 inhibitor,GLS inhibitor,JMJD2A Tudor,TrxR1 inh
Cc1ccc(S(=O)(=O)N2CCC(C(=O)Nc3cc(C(F)(F)F)ccc3N3CCOCC3)CC2)cc1C,7%,14%,-5%,-2%,-3%,-30%,0%,-13%,17%
O=C(Cn1cnc2c(cnn2-c2ccccc2Cl)c1=O)N1CCc2ccccc21,-9%,-2%,-8%,26%,-7%,-9%,1%,-7%,16%
CCOC(=O)c1ccc2ncc(C(=O)OCC)c(Nc3ccc(N4CCOCC4)cc3)c2c1,-7%,5%,i,?,-14%,-15%,3%,40µM*,-3%
CC(C)CN(CC(C)C)S(=O)(=O)N1CCC(C(=O)NCCN2CCOCC2)CC1,-2%,4%,.,24%,19%,-15%,4%,-6%,0%
O=S(=O)(Nc1ccc2c(c1)OCO2)c1ccc(Br)s1,.,-1%,.,0%,-28%,-20%,12%,?,2%
Cc1csc(NC(=O)/C=C/c2ccco2)n1,-17%,2%,i,10%,-11%,-4%,0%,-22%,?
CCC(C(=O)OCC(=O)N(CCOC)c1c(N)n(Cc2ccccc2)c(=O)[nH]c1=O)c1ccccc1 (configuration not stated),-1%,-7%,-10%,41%[activator],1%,-37%,-16%,-1%,-11%
CCN(CC(=O)Nc1ccc(NC(C)=O)cc1)C(=O)c1cc(S(=O)(=O)N2CCCCCC2)ccc1OC,-2%,-4%,-3%,40%[activator],-3%,-30%,-4%,?,13%[57.1 µM]
Cc1cc(C)c2c(-n3cccc3)c(NC(=O)OC(C)C)sc2n1,2%,1%,-3%,5%,15%,-23%,8%,-5%,1%[57.1 µM]
S=C(Nc1cccc2ccccc12)Nc1cccc2ccccc12,6%,0%,-3%,-23%,-23%,?,-25%,-26%,30%[activator]
CC(C)c1ccc(CNc2ccc([N+](=O)[O-])cn2)cc1,4%,-4%,4%,24%,-6%,9%,0%,-28%,-9%[57.1 µM]
O=C1ON=C(c2ccccc2)/C1=C\c1ccco1,27%,8%,12%,55%[activator],6.3µM*,-26%,26%,-9%,-6%
CNC(=O)[C@H]1O[C@@H](n2cnc3c(NCc4cccc(I)c4)ncnc32)[C@H](O)[C@@H]1O,2%,0%,5%,17%,3%&-18%&-1%,19%[56.9 µM],-24%,-8%,1%[57.1 µM]
COc1cccc(C(=O)Nc2ccc(NC(=O)c3ccco3)nc2)c1,6%,?,i,32%,0%,-49%,17%,-2%,1%
CCn1c(C2CC(=O)N(Cc3ccccc3)C2)nc2ccccc21 (configuration not stated),15%,-10%,0%,36%[activator],17%,-10%,-2%,-6%,9%[57.1 µM]
COc1ccc(/C=N/NC(=O)c2cccc(NC(C)=O)c2)c(OC)c1,-8%,-4%,5%,25%,14%,29%,3%,-12%,14%[57.1 µM]
O=C(NCc1ccccc1)c1ccc(NC(=O)C2CCCO2)cc1 (configuration not stated),-6%,-7%,-1%,36%[activator],11%,6%,-7%,-6%,12%
COc1cccc2c1OCC/C2=N\NC(=O)COc1ccc(C)cc1,6%,4%,-5%,34%,-4%,4%,2%,-1%,-13%
CC(=O)Nc1ccc(NC(=O)C(C)Oc2ccc(Cl)cc2Cl)cc1 (configuration not stated),-2%,0%,.,40%[activator],-8%,10%,-2%,-1%,21%
CCc1cc2cccc(C)c2nc1SCC(=O)c1ccc(NC(C)=O)cc1,.,7%,7%,8%,6%,22%,25%,-12%,9%
COc1ccc(-c2nn(-c3ccccc3)cc2/C=N/NS(=O)(=O)c2ccccc2)cc1,-11%,7%,0%,-3%,0%,6%,8%,?,-14%
COc1ccc(/C=C(/C(=O)c2ccc(Cl)cc2Cl)n2cncn2)cc1,-5%,-8%,-5%,2%,?,?,13%,-32%,-23%
COc1ccc(NC(=O)C2CCC(CNS(=O)(=O)c3csc(C(N)=O)c3)CC2)cc1 (configuration not stated),9%,15%,0%,21%,-28%,24%,-12%,-5%,13%[57.1 µM]
c1ccc2c(c1)NC1(CCCCC1)n1c-2nc2ccccc21,10%,2%,-1%,21%,-15%,21%,3%,-12%,52%[activator]
COC(=O)CSc1[nH]c2ccc(F)cc2c1[N+](=O)[O-],-11%,-2%,i,69%[activator],?,?,-3%,7%,35µM*
COc1ccc(C(=O)C2CCCN(Cc3ccc4nonc4c3)C2)c(C)c1 (configuration not stated),1%,0%,0%,61%[activator],0%,-8%,-6%,6%,6%
CCC(=O)c1ccc(OCC(=O)OCC(=O)N(C)CC(=O)Nc2ccc(F)cc2)cc1,-3%,-2%,3%,18%,-4%,-3%,18%,-9%,-1%
O=C(CN1CCOCC1)Nc1cc(Cl)ccc1Cl,0%,-3%,-6%,19%,-2%,18%,-1%,-10%,-4%
O=C(COc1ccc2ccccc2c1)NC1CC(=O)N(c2ccccc2)C1 (configuration not stated),0%,6%,27%,30%,-35%,18%,4%,-19%,5%[57.1 µM]
COCCN1C(=O)N(c2ccc(Cl)cc2)C(=O)C1CC(=O)Nc1cc(OC)cc(OC)c1 (configuration not stated),-10%,0%,6%,40%[activator],10%,-20%,-8%,-1%,18%
CCOC(=O)c1cccnc1NC(=O)c1ccccc1,-1%,0%,6%,11%,-5%,-16%,-2%,-3%,2%[57.1 µM]
CCC(C)Nc1nc(C)nc2c1oc1ccccc12 (configuration not stated),1%,-1%,-7%,32%,?,-7%,-3%,-21%,15%
O=C1CC(c2ccccc2)=Nc2ccccc2N1,.,-2%,-2%,17%,18%,13%,0%,-13%,-3%
COc1ccc(C(=O)COC(=O)c2ccco2)cc1,-1%,1%,-20%,23%,-29%,-27%,-9%,5%,-14%
CN(C)S(=O)(=O)N1CCN(S(=O)(=O)c2ccccc2)CC1,0%,4%,14%,30%,-14%,14%,-15%,-8%,9%
CN(C(=O)COC(=O)CSc1ccc([N+](=O)[O-])cc1)C1CCS(=O)(=O)C1 (configuration not stated),-1%,-1%,2%,3%,-14%,-2%,3%,-17%,-9%[57.1 µM]

# Three compounds from above, arranged by count of non-hydrogen atoms, ascending:
SMILES,ERG-DNA inh,Pin1 inh,Tb PGK inh,HP1b chromo inh,ALOX12 inh,RGS4 inhibitor,GLS inhibitor,JMJD2A Tudor,TrxR1 inh
COc1ccc(C(=O)COC(=O)c2ccco2)cc1,-1%,1%,-20%,23%,-29%,-27%,-9%,5%,-14%
CN(C)S(=O)(=O)N1CCN(S(=O)(=O)c2ccccc2)CC1,0%,4%,14%,30%,-14%,14%,-15%,-8%,9%
CCC(=O)c1ccc(OCC(=O)OCC(=O)N(C)CC(=O)Nc2ccc(F)cc2)cc1,-3%,-2%,3%,18%,-4%,-3%,18%,-9%,-1%

# Going on with the list.
SMILES,ERG-DNA inh,Pin1 inh,Tb PGK inh,HP1b chromo inh,ALOX12 inh,RGS4 inhibitor,GLS inhibitor,JMJD2A Tudor,TrxR1 inh
CC(C)N1CCC(N2CCN(Cc3ccc(C#CC(C)(C)O)s3)CC2CCO)CC1 (configuration not stated),2%,9%,7%,33%,0%,25%,4%,-6%,1%
COc1ccc(NC(=O)CSc2ncc3c(n2)-c2ccccc2N(C)S3(=O)=O)cc1Cl,8%,16%,i,6%,?,-7%,-4%,-11%,20%[57.1 µM]
N#C/C(=C(/O)c1ccccc1F)c1nc2cc(C(F)(F)F)ccc2s1,?,-9%,-3%,?,1%,-39%[56.9 µM],6%,?,-11%
Cc1nnc(SC(C(=O)Nc2ccc(Cl)c([N+](=O)[O-])c2)c2ccccc2)[nH]c1=O (configuration not stated),-10%,-6%,1%,17%,-26%,4%,-6%,-3%,25%
CCc1ccc(-n2c(C)nc3cc(C(=O)NCc4cccnc4)ccc32)cc1,22%,-7%,i,22%,19%,16%,-6%,-31%,24%[57.1 µM]
O=C(CN1C(=O)NC2(CCCc3ccccc32)C1=O)c1ccc(F)cc1 (configuration not stated),-7%,2%,-2%,23%,1%,20%,-1%,-11%,22%
CCOC(=O)c1sc(NC(=O)CSc2ncn[nH]2)c(C#N)c1C,.,3%,-8%,34%,-26%,-12%,9%,-12%,14%
CCOC(=O)C1(Nc2nccs2)Sc2ccccc2NC1=O (configuration not stated),1%,-10%,-3%,25%,-8%,-4%,15%,-21%,4%[57.1 µM]
CCN(CC)c1ccc(NC(=S)NC(=O)c2ccco2)cc1,10%,0%,i,45µM*,?,?,10µM*,28µM*,-57%
Cc1[nH]c(=O)[nH]c(=O)c1/C=N/NC(=O)[C@H](CC(C)C)NC(=O)OC(C)(C)C,7%,-5%,0%,14%,i,1%,-1%,-3%,-7%
CCOC(=O)C1=C(c2ccccc2)NC(=O)NC1c1ccc(O)c(OCC)c1 (configuration not stated),-16%,0%,1%,16%,1%,22%,21%,-6%,26%
